Source: PubChem
TSHR antag – human thyrotropin receptor antagonism. TSHR-expressing cells, TSH-stimulated cAMP HTRF, 2 h; hits give low values. activity change, negative = inhibition, % at 11.5 µM. 0.2% of 330,000 active. AID 504810;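 active means activity change below a set negative limit, meaning inhibition stronger than a set level, cut at about -70% in these data; inconclusive means activity change between two set negative limits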; further: on the % scale 0 is the no-effect control and ±100 the full control effect
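Inhibition of cAMP made by TSHR-expressing cells under TSH stimulation (4nM final, EC80; 2 h, 37 deg C) is quantified with a one-step lysis HTRF kit, anti-cAMP cryptate versus cAMP-d2.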
B2AR arrestin – beta2AR (human) beta-arrestin recruitment activity | P07550 | beta-arrestin recruitment to beta2AR, cell-based reporter | Potency, µM (doses to about 46.1 µM), for inactives: at the top dose activation, most hits filed as activators | 0.02% of 330,000 active | AID 492947;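 further: potency means the concentration at half of the fitted maximal effect; 0% = DMSO controls and full agonism = EC100 isoproterenol or metaproterenol; nearly all actives have a fitted effect of over 65% in size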
Target sequence (P07550 whole entry, looked up): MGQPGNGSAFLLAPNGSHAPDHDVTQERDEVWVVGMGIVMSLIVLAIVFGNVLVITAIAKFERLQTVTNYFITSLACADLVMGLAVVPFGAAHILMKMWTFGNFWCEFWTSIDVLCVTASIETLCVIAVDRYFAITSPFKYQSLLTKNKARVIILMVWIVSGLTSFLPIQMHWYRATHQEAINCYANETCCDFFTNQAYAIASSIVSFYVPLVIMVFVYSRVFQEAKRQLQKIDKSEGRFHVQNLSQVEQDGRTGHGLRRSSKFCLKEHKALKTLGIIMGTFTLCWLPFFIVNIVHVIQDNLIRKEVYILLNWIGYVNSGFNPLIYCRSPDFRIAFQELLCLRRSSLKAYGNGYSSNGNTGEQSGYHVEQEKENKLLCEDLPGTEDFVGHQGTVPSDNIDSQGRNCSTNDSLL
PTAP TSG101 blk – blocks PTAP/TSG101 interaction to inhibit HIV-1 budding; Q99816; Fluorescence polarization, FITC-PTAP peptide / Tsg101 binding; Potency, µM (titrated, usually from 115 µM), for the others: at the highest dose activity change, negative = inhibition, hits mostly inhibitors; 340,000 tested, under 10 active; active means well fitted inhibition curve with a large enough effect in the main read-out, with a control signal flat, not every such curve was filed as active; inconclusive means small, poorly fitted or top-dose-only effect, or effect the other way, or a change in a side signal; inactive means no such curve, though single readings can be large or run the other way; further: potency means the concentration at half of the fitted maximal effect; % of control where 0% means no effect
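Fluorescence polarization binding of Tsg101 binding domain (10 uM final) to FITC-labeled PTAP peptide (50 nM final) in HEPES pH 7.5 buffer with NaCl, Tween 20, EDTA, TCEP. Compounds added before peptide; binding 20 min at RT.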
USP2a inh – inhibitors of human ubiquitin-specific protease USP2a; USP2 core, Ub-CHOP2 coupled fluorogenic reporter, 485/531; Potency, µM (highest dose often 38.3 µM), inactives show at the highest dose activity change, negative = inhibition, usual class: inhibitors; 0.01% of 330,000 active; AID 463254;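 further: potency means the concentration at half of the fitted maximal effect; plate controls were DMSO wells for no effect and full inhibition by NEM control for full effect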
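Cell-free coupled assay: 10nM USP2 core preincubated 30min RT with compound in Tris-HCl pH 8.0/CaCl2/CHAPS buffer, then 25nM Ub-CHOP2 and 25nM reporter substrate; fluorescence (Ex 485/Em 531) read after 60min RT, normalized to NEM inhibition, concentration-response curves fitted.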
Eya2 phos inh – inhibitors of human Eya2 phosphatase activity; recombinant Eya2, OMFP fluorescence dephosphorylation (OMFP is methylfluorescein phosphate); 0.006% of 330,000 active; O00167; Potency, µM (top dose mostly 76.9 µM), without a hit: top-dose activity, negative = inhibition, hits mostly inhibitors; further: potency means the concentration at half of the fitted maximal effect; on the % scale 0 is the no-effect control and ±100 the full control effect
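Eya2 (0.2 uM) preincubated 10 min at ambient with compound, then OMFP substrate added at 50 uM; 10 min reaction in 50 mM HEPES pH 7.5, 50 mM NaCl, 5 uM MgCl2, 0.05% BSA, 1 mM DTT. Fluorescence read at Ex 485/Em 525 nm.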
ELG1 repair inh – inhibitors of ELG1-dependent DNA repair in HEK293T cells | HEK293T ELG1-luciferase reporter, luminescence, 16 h; DNA damage induced by 5-fluorouridine | Potency, µM (top dose mostly 46.1 µM), inactives show at the highest dose activity change, negative = inhibition, hits mostly inhibitors | 2.3% of 330,000 active; further: potency means the concentration at half of the fitted maximal effect; on the % scale 0 is the no-effect control and ±100 the full control effect; nearly all actives have a fitted effect of over 55% in size
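Overnight (16 hr) co-exposure of 2,000 cells/well to 5-fluorouridine and compound at 37 °C preceded detection. Luciferase was quantified via ONE-Glo luminescence; loss of signal denotes inhibition.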
Chronic BCR inh – inhibitors of chronic active B-cell receptor signaling. ABC-DLBCL IkBa-CBG/CBR reporter, luminescence ratio, 4 h. Potency, µM (top dose mostly 46.1 µM), for the others: at the top dose ratio change, negative = lower green/red ratio, most hits filed as inhibitors. 0.05% of 340,000 active; active means well fitted inhibition curve with a large enough effect in the signal ratio, with a control signal flat, not every such curve was filed as active; inconclusive means small, poorly fitted or top-dose-only effect, or effect the other way, or a change in a side signal; the % refers to the signal ratio;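 further: potency means the concentration at half of the fitted maximal effect; plate controls were basal doxycycline-induced cells for no effect and cells given 10 µM MG132 for full effect; MG132 reads +100%, hits lower the ratio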
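Concentration-response series (up to 46 uM) were applied to TMD8 dual-reporter cells for 4 h at 37C with doxycycline. Green/red ratio, after filter-overlap correction, defined %Activity; red signal alone was normalised to basal cells and zero luminescence.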
Tb PFK block – blocks T. brucei phosphofructokinase; T. brucei PFK, ADP-Glo luminescence; 0.17% of 330,000 active; Potency, µM (titrated, usually from 57.5 µM), inactives show top-dose activity, negative = inhibition, most hits filed as inhibitors; AID 485367; O15648;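 further: potency means the concentration at half of the fitted maximal effect; 0% = uninhibited 1x PFK enzyme wells and -100% = no-enzyme wells; nearly all actives have a fitted effect of over 60% in size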
Target sequence (O15648 whole entry, looked up): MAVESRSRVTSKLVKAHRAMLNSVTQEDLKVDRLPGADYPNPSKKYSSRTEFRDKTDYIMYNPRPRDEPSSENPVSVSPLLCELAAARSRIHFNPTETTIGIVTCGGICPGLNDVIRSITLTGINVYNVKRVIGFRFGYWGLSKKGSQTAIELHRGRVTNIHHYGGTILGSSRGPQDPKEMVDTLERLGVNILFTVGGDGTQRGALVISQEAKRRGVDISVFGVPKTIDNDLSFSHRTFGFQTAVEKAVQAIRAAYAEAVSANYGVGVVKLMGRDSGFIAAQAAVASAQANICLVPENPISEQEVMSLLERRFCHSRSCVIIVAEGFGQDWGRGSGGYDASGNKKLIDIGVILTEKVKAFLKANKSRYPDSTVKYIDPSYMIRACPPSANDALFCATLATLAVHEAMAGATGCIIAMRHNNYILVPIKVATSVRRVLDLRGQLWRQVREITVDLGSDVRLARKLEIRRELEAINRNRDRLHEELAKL
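In TEA buffer at pH 8.0 with 5 mM MgCl2, enzyme (1.25 nM) converted F6P (0.5 mM) and ATP (0.1 mM) for 45 min at room temperature. ADP product was read by luciferase luminescence.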
uPA surface inh – inhibitors of cell surface uPA generation; cell surface uPA generation assay, qHTS; Potency, µM (highest dose often 38.3 µM), for the others: at the highest dose activity change, negative = inhibition, usual class: inhibitors; 0.31% of 330,000 active; AID 540303; active means well fitted inhibition curve with a large enough effect; inconclusive means small, poorly fitted or top-dose-only effect; inactive means no such curve, though single readings can be large or run the other way; tested in mouse RAW 264.7 cells; further: potency means the concentration at half of the fitted maximal effect; on the % scale 0 is the no-effect control and ±100 the full control effect; nearly all actives have a fitted effect of over 55% in size
TCR act – activates T cell receptor signaling; primary human leukocytes, anti-CD3, IL-2 HTRF, 48 h; Potency, µM (titrated, usually from 9.22 µM), inactives show top-dose activation of IL-2 secretion, usual class: activators; 330,000 tested, under 10 active; further: % of control where 0% means no effect
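Activity was scored as IL-2 release from primary human leukocytes given only a TCR signal (a-CD3 beads) plus compound for 48 hr. Detection used a two-antibody HTRF format read at 665nm.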
Mito fusion yeast – mitochondrial division inhibition or fusion activation; Potency, µM (series often up to 46.1 µM), without a hit: at the highest dose growth rescue (activation), usual class: activators; 0.23% of 320,000 active; S. cerevisiae fusion-defective mutant growth rescue, CellTiterGlo 48 h;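 further: potency means the concentration at half of the fitted maximal effect; % of control where 0% means no effect; nearly all actives have a fitted effect of over 45% in size; temperature-sensitive fusion mutants such as fzo1-1 at 37 °C on non-fermentable ethanol glycerol medium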
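Growth-rescue viability read-out: after 48 h at the non-permissive 37C in glycerol/ethanol YPEG, yeast mitochondrial fusion mutants are measured by CellTiterGlo luminescence; compounds (23 nl pinned per well) restoring growth score as division inhibitors or fusion activators.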
Numbers without * were called inactive; ? = inconclusive; . = not tested or not shown; [ ] = another dose, or the depositor's remark. Unless noted, the call rests on the fitted dose curve; in most records, active means well fitted curve in the direction sought with a large enough effect; inconclusive means small, poorly fitted or top-dose-only effect, or another doubt; inactive means no such curve, though single readings can be large; an effect the other way counts as inactive or inconclusive.

SMILES	TSHR antag	B2AR arrestin	PTAP TSG101 blk	USP2a inh	Eya2 phos inh	ELG1 repair inh	Chronic BCR inh	Tb PFK block	uPA surface inh	TCR act	Mito fusion yeast
CC(=O)c1ccc(NC(=S)Nc2cccc3ccccc23)cc1	29	-1.0%	-6%	-10%	?	?	?	?	-23%	-2%	-3%
COc1ccc(N(C(=O)CNC(=O)c2ccco2)C(C(=O)NC2CCCC2)c2ccncc2)cc1 (configuration not stated)	2	0.4%	-2%	5%	11%	7%	0%	0%	-17%	-3%	1%
NC(=O)COC(=O)c1cccc(S(=O)(=O)N2CCN(c3ccc(F)cc3)CC2)c1	3	-1.1%	-4%	0%	0%	-3%	?	-6%	3%	3%	3%
COC(=O)c1oc2ccccc2c1-n1cccc1	-7	-0.5%	-9%	5%	28%	8%	4%	0%	-8%	4%	-3%
O=c1o[nH]c(-c2ccccc2)c1N=Nc1c(F)cccc1Cl	-7	-0.2%	-6%	-1%	-17%	?	6%	9%	?	6%	?
C=CCN(Cc1ccco1)S(=O)(=O)c1ccc(Cl)cc1	-14	-1.0%	-4%	-2%	-18%	-1%	0%	3%	-2%	-5%	2%
Cc1nn(-c2ccccc2)c(C)c1C(=O)OCC(=O)N(C)C1CCS(=O)(=O)C1 (configuration not stated)	3	-0.1%	1%	2%	-15%	?	?	5%	8%	3%	-9%
COc1cc(C2C(C#N)=C(C)NC3=C2C(=O)CC(C)(C)C3)ccc1OCCO (configuration not stated)	10	0.4%	-5%	1%	-3%	1%	1%	2%	4%	-5%	0%
CCOc1ncccc1C(=O)OCC(=O)Nc1c(C)cccc1C	1	-0.2%	-6%	-1%	7%	-10%	?	0%	-2%	2%	0%
CCOc1c(C)cnc2c1c(=O)n(Cc1cccc(Cl)c1)c(=O)n2C	-2	0.2%	2%	0%	-1%	0%	8%	-5%	3%	5%	?
NC(=O)c1ccccc1NC(=O)CCCc1ccccc1	13	-1.0%	-2%	0%	4%	?	?	2%	-13%	-2%	2%
COC(=O)C(NC(=O)C(C)NC(=O)OCc1ccccc1)C(C)C (configuration not stated)	4	-0.8%	-2%	2%	?	0%	-20%	-4%	-4%	1%	-3%
CCCc1nc2ccccc2n1C(=S)SC	-10	0.1%	-7%	0%	-18%	14%	-1%	-2%	-10%	-2%	6%
CN(CCO)CCOCCOc1cccc2ccccc12	17	-0.1%	0%	-6%	13%	4%	?	-2%	2%	-3%	-9%
C/C(=N\NC(=O)C(N)=O)c1cccc(C(F)(F)F)c1	5	-0.1%	0%	0%	-6%	16%	-1%	-17%	1%	-6%	3%
O=C(c1cccs1)N1CCN(Cc2cccnc2)CC1	-2	2.4%	-2%	1%	-1%	2%	0%	-3%	3%	-4%	1%
CCc1ccc(S(=O)(=O)N/N=C\c2ccc3c(c2)OCO3)cc1	4	-0.3%	-10%	-2%	4%	0%	0%	7%	0%	-3%	-3%
COc1ccc(S(=O)(=O)N2CC=C(C(=O)Nc3ccc(NC(C)=O)cc3)CC2)cc1	0	8.2%	-1%	-1%	-4%	-6%	8%	-1%	-2%	-1%	-4%
C=CCn1cnc2c(c1=O)c1nc3ccccc3nc1n2-c1ccccc1	-10	-0.8%	.	0%	-7%[15.4 µM]	-6%	5%	2%	.	.	1%
C/C(=N\OCC(=O)Nc1ccccc1C(=O)O)c1cccs1	1	0.1%	-1%	2%	-1%	2%	?	1%	-10%	1%	9%
CCCCOc1ccc(C(=O)NCCOc2cccc(OC)c2)cc1	-5	-0.3%	-2%	-1%	0%	-12%	?	-4%	-13%	5%	-8%
CCN(CC(=O)Nc1c(F)cccc1F)C(=O)CC1CCCCC1	8	0.1%	-1%	2%	23%	0%	3%	0%	9%	10%	1%
COc1cc(S(=O)(=O)NCc2ccncc2)c(OC)cc1Br	-11	-0.2%	-1%	-1%	-4%	-14%	3%	4%	-1%	8%	1%
Cc1ccccc1C(=O)N/N=C/c1ccncc1	-29	-0.4%	-5%	2%	7%	8%	?	-2%	-1%	2%	0%
CC(C)[C@H](NC(=O)Nc1cccc(Br)c1)C(=O)O	23	-0.8%	2%	3%	2%	8%	1%	3%	10%	0%[46.1 µM]	-3%
Cc1cc(C)c(S(=O)(=O)NCC(CCC(=O)O)C(F)(F)F)c(C)c1 (configuration not stated)	6	0.1%	0%	8%	20%	-2%	0%	-2%	2%	1%	-2%
Cc1cc(O)c(N)c(C)c1Cl	-8	-0.3%	2%	-5%	-11%	-9%	?	?	-10%	0%	2%
Cc1ccc(Nc2c(-c3ccc(C)o3)nc3cnccn23)cc1	3	0.4%	0%	3%	2%	?	?	-13%	-3%	-9%	2%
CCn1c(CC(=O)Nc2ccc(OC)cc2)nnc1SCC(=O)N1CCOCC1	7	0.4%	.	1%	-7%	19%	-2%	-1%	16%	2%	1%
N/C(=N\c1nc2c(c(=O)[nH]1)CCC2)Nc1cccc(Cl)c1	-4	-0.7%	0%	1%	-4%	?	2%	-3%	-11%	6%[46.1 µM]	6%
CCC(C)(C)NC(=O)C(c1cccn1C)N(C(=O)Cn1nnc2ccccc21)c1ccc(NC(C)=O)cc1 (configuration not stated)	42	-0.8%	1%	1%	0%	2%	?	-24%	1%	.	-6%
O=S(=O)(NCCO)c1cccc2cccnc12	-1	-1.0%	-3%	-1%	7%	0%	-1%	3%	-13%	-2%	-1%
Cc1nnsc1SCCNC(=O)Nc1ccc(Cl)cc1	-8	-0.1%	4%	8%	10%	13%	?	-10%	5%	-6%	2%
CCOC(=O)[C@@H]1[C@H]2COc3cc(OC)ccc3[C@H]2N2C(=O)N(c3cccc(F)c3)C(=O)[C@@]12C	-11	0.0%	1%	1%	12%	-18%	?	2%	15%	8%	.
CC(C)c1ccc(CNC(=O)CCc2ccccc2)cc1	-8	-0.1%	-3%	-7%	2%	-13%	0%	7%	2%	1%	16%
Cc1ccc(N=Cc2ccc(O)cc2O)cc1F	8	-0.2%	0%	0%	-29%	4%	-12%	-11%	-6%	0%	-2%
CCN(CC)C(=O)CSc1nc(-c2ccc(C)cc2)nc2c1COC(C)(C)C2	-18	-3.0%	-5%	4%	-13%	-12%	?	3%	1%	6%	9%
CN(CCN1CCOCC1)C(=O)c1cc(COc2ccc(F)c(F)c2)on1	17	0.0%	-1%	-2%	-2%	?	0%	-8%	2%	-4%	-1%
O=c1c2sc3ccccc3c2[nH]c(=S)n1CCN1CCOCC1	-2	0.1%	0%	-3%	10%	?	7%	-8%	3%	2%	-25%
Cc1ccc(S(=O)(=O)N2[C@@H](c3cccc(Cl)c3)C(C(=O)O)=CC[C@H]2c2ccc(Cl)cc2)cc1	-11	0.0%	0%	3%	11%	9%	1%	-4%	13%	-3%	-2%
O=C(CSc1n[nH]c(-c2ccco2)n1)Nc1sc2c(c1C(=O)Nc1ccccc1)CCCC2	-13	7.5%	1%	0%	9%	?	?	-1%	0%	3%	-3%
O=C1Nc2ccccc2S/C1=C/c1cccs1	3	-0.8%	-2%	0%	-9%	17%	-4%	3%	-7%	3%	-8%
Cc1ccc(NC(=S)N/N=C2/CCCCc3ccccc32)cc1	0	0.7%	-7%	6%	-3%	10%	8%	-1%	1%	-1%	19%
Cc1ccc(-n2ncc3c(=O)n(CC(=O)N4CCCCCC4)cnc32)cc1	9	0.1%	-2%	1%	-7%	?	0%	-2%	-2%	-4%	6%
CCCc1n(CC(O)COC2CCCCC2)c2ccccc2[n+]1C (configuration not stated)	-2	0.2%	-3%	-1%	-1%	-2%	-2%	23%	-2%	-2%	-2%
COC(CNC(=O)c1ccc(N2CCC3(CC2)OCCO3)c([N+](=O)[O-])c1)OC	25	-0.4%	-2%	7%	-1%	2%	-2%	0%	2%	-3%[46.1 µM]	-5%
COc1nc(/C=C/N(C)C)c([N+](=O)[O-])c(OC)n1	-1	0.2%	-8%	0%	4%	19%	-3%	0%	-18%	-2%	-2%
CCCCNC(=O)c1ccccc1NC(=O)c1ccc2c(c1)OCO2	5	-1.4%	-6%	-1%	12%	?	?	0%	4%	-6%	11%
